GLP1R ag: qHTS of GLP-1 Receptor Agonists. Glucagon-like peptide 1 receptor (Homo sapiens), P43220. HEK293 GLP-1R CRE-luciferase, luminescence, 4-6 h; cells express a hypersensitive GLP-1R form. Potency, µM (doses to about 45.6 µM), without a hit: at the top dose activation, actives largely listed as activators. 0.007% of 380,000 active. AID 624172, 2012; further: potency means the concentration at half of the fitted maximal effect; % of control where 0% means no effect
Target sequence (P43220 whole entry, looked up): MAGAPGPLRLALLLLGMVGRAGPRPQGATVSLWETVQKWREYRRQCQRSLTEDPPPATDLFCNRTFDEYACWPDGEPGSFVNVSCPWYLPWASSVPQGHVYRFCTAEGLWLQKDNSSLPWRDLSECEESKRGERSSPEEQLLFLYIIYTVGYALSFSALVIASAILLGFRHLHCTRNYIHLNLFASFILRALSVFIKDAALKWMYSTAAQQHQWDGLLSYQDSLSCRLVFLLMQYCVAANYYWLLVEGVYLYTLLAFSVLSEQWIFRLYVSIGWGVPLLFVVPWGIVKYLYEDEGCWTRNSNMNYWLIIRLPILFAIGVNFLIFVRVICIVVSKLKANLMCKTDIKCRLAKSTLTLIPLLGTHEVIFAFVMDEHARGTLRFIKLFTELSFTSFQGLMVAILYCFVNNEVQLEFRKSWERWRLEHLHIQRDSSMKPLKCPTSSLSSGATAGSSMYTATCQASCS
GLP1R inv ag: qHTS of GLP-1 Receptor Inverse Agonists (Inhibition Mode); Glucagon-like peptide 1 receptor (Homo sapiens), P43220; Potency, µM (top dose mostly 38.3 µM), for inactives: top-dose activity change, negative = inhibition, actives largely listed as inhibitors; 1.6% of 410,000 active; HEK293 GLP-1R CRE-luciferase, luminescence, 24 h; GLP-1R form is constitutively active; AID 624417, 2012; further: potency means the concentration at half of the fitted maximal effect; on the % scale 0 is the no-effect control and ±100 the full control effect; nearly all actives have a fitted effect of over 55% in size
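Inverse agonists were sought by their lowering of basal cAMP reporter luciferase output in HEK293 cells stably carrying constitutively active human GLP-1R, after 24 h compound treatment.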
WRN inhibitor: qHTS for Inhibitors of WRN Helicase; WRN helicase unwinding, fluorescent forked duplex, kinetic; 0.46% of 360,000 active; Bifunctional 3'-5' exonuclease/ATP-dependent helicase WRN (Homo sapiens), Q14191; Potency, µM (series often up to 114 µM), inactives show at the highest dose activity change, negative = inhibition, hits mostly inhibitors; further: potency means the concentration at half of the fitted maximal effect; on the % scale 0 is the no-effect control and ±100 the full control effect; nearly all actives have a fitted effect of over 55% in size
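Kinetic fluorescence helicase assay: unwinding of a quenched forked DNA duplex (100 nM final) with 2 mM ATP final raises red fluorescence (525/598 nm). Compounds sat 15 min at room temperature with 20 nM WRN beforehand.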
D3 ag: qHTS of D3 Dopamine Receptor Agonist: qHTS; D(3) dopamine receptor (Homo sapiens), P35462; D3R DiscoveRx beta-arrestin cells, luminescence, 90 min; max activation, %; 0.58% of 410,000 active; in the data active means max activation above about 30%; further: 0% is about no effect; mostly tested at two doses, the higher about 12 µM
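Agonist mode: compounds and dopamine controls were applied to plated cells for 90 min at 37 degrees C after an overnight attachment at 1500 cells/well. Luminescent read-out followed 30 - 60 minutes at room temperature with DiscoveRx detection reagent.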
HEK293 tox: qHTS of GLP-1 Receptor Inverse Agonists: Cytotox Screen. Potency, µM (doses to about 38.3 µM), inactives show top-dose activity change, negative = inhibition, actives largely listed as inhibitors. HEK293 cAMP-luciferase reporter cells, luminescence, 24 h. AID 624418, 2012. 0.13% of 410,000 active;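 further: loss of luciferase light is scored as toxicity; potency means the concentration at half of the fitted maximal effect; on the % scale 0 is the no-effect control and ±100 the full control effect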
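Luminescence readout: signal drop marks cytotoxicity. Plated cells grew 12 h at 37 °C, 5% CO2, received 23 nL compound for 24 h, then got luciferase reagent, read after 12 min at RT.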
PI5P4K alpha inh: qHTS for Inhibitors of phosphatidylinositol 5-phosphate 4-kinase (PI5P4K). Phosphatidylinositol 5-phosphate 4-kinase type-2 alpha (Homo sapiens), P48426. PI5P4Kalpha enzyme, ADP-Glo luminescence, 60 min; hits give low values. max response, %. 1.2% of 330,000 active; active means max response of -50% or lower; inconclusive means between -30% and -50%; inactive means -30% or higher; further: value at the top dose of about 77 µM; on the % scale 0 is the no-effect control and ±100 the full control effect
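ADP-Glo luminescence end-point read after a 60 min room-temperature kinase reaction of PI5P4Kalpha plus substrate, initiated with ATP at 5 microM final. Buffer: 0.038 M HEPES pH 7.4, EGTA, 0.1% CHAPS, 5% DMSO.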
PLK1 PBD block: qHTS for Inhibitors of PLK1-PDB (polo-like kinase 1 - polo-box domain): Primary Screen; Plk1 PBD binding of FITC phosphopeptide, fluorescence polarization; Potency, µM, inactives show max response, negative = inhibition, usual class: inhibitors; 2.8% of 360,000 active; AID 720504, 2013; further: potency means the concentration at half of the fitted maximal effect; series mostly up to about 57 µM; on the % scale 0 is the no-effect control and ±100 the full control effect; nearly all actives have a fitted effect of over 65% in size
Target sequence (P53350 whole entry, looked up, the tested form may be a part): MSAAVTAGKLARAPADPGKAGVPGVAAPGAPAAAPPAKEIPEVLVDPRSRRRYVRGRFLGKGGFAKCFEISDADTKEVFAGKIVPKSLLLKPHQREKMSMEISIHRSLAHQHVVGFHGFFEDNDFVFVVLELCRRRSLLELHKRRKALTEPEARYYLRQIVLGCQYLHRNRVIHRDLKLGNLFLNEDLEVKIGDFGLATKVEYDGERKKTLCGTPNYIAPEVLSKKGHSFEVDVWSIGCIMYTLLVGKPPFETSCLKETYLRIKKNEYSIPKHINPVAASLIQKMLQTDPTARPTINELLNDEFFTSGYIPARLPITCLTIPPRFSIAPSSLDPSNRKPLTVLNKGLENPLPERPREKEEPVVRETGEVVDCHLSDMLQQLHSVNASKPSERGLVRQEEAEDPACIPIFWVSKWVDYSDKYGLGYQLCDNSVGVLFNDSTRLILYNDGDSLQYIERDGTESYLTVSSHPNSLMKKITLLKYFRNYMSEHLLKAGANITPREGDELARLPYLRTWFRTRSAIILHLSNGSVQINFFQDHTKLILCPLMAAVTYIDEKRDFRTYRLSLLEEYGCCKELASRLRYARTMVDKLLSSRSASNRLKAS
DRD3 antagonist: qHTS of D3 Dopamine Receptor Antagonist: qHTS. D(3) dopamine receptor (Homo sapiens), P35462. D3R cells, DiscoveRx beta-arrestin luminescence, antagonist mode; hits give low values. max response, negative = inhibition, %. 2.5% of 360,000 active. AID 652054, 2013; in the data active means max response below about -50%; inconclusive means no clear call, values can overlap the other calls; further: on the % scale 0 is the no-effect control and ±100 the full control effect; mostly tested at two doses, the higher about 12 µM
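Cells expressing the human receptor were seeded at 1500 cells/well, incubated overnight at 37 degrees C in 5% CO2, then exposed to library compounds with dopamine controls for 90 minutes at 37 degrees C before luminescent detection.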
IL2 activator: qHTS of IL-2 Activators; activation, % (series mostly up to about 46 µM); IL-2 activation reporter assay, cell-based qHTS; stimulated with anti-CD3/CD4/CD28 beads; in transgenic mouse T cells; 0.065% of 360,000 active; in the data active means activation above about 50%; inconclusive means mostly about 30% to 49%; further: 0% is about no effect
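Unstimulated transgenic mouse T cells preincubated 60 min with compound, then stimulated with anti-CD3/anti-CD4-coated beads plus anti-CD28 for 18 h at 37 degrees C. IL-2 response read as EGFP and DsRed fluorescence by plate cytometry.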
Active calls of the source: *; u = inconclusive; x = no result given; & = joins results of further samples; [ ] = another dose, or the depositor's remark. Unless noted, the call rests on the fitted dose curve; in most records, active means well fitted curve in the direction sought with a large enough effect; inconclusive means small, poorly fitted or top-dose-only effect, or another doubt; inactive means no such curve, though single readings can be large; an effect the other way counts as inactive or inconclusive.

SMILES	GLP1R ag	GLP1R inv ag	WRN inhibitor	D3 ag	HEK293 tox	PI5P4K alpha inh	PLK1 PBD block	DRD3 antagonist	IL2 activator
CCn1ccnc1CN(C)C(=O)c1cc(COc2ccc(Cl)cc2OC)on1	-2%	-12%	-10%	4	7%	-4	-3%	-2	-1.8
O=C(NNC(=O)c1ccc(-c2ccccc2)cc1)Nc1ccccc1	-4%	-6%	-14%	-9	-4%	-6	-20%	-11	-0.7
O=c1oc2ccccc2c(NCCc2ccccc2)c1[N+](=O)[O-]	12%	4%	-2%[57.1 µM]	-7	-2%[1.53 µM]	-5	5%	4	-0.5
Cc1c(NC(=O)c2noc(C(C)C)c2[N+](=O)[O-])c(=O)n(-c2ccccc2)n1C	-8%	-4%	3%	-3	5%	0	-8%	-14	0.6
CC(C)c1ccc(OCC(=O)NC(Cc2c[nH]c3ccccc23)C(=O)O)cc1 (stereo not drawn)	18%	15%&3%	-2%	-2&7	13%&2%	5	-23%	4	-1.2
CCCCc1ccc(/C(C)=N/NC(=O)C2CCCC2)cc1	2%	2%	11%	-21	1%	3	0%	1	-2.6
COCCN(C(=O)CN1CCc2ccccc2C1)c1c(N)n(Cc2ccccc2)c(=O)[nH]c1=O	-2%	4%	0%	-5	-6%	x	-5%	14	3.8
COc1ccc(/C=C2\SC(=S)N(CCCC(=O)Nc3ccccn3)C2=O)cc1OC	-2%	-16%	-8%	-3	-13%	-9	-23%	0	25
Nc1nc(CN2CCCCCC2)nc(Nc2ccccc2)n1	-6%	-28%	-3%	1	-6%	0	-24%	u	0.7
O=C(NCc1ccncc1)C(=O)NCC1OCCN1S(=O)(=O)c1ccc(Br)cc1 (stereo not drawn)	-2%	u	-13%	-11	-1%	8	-17%	18	-4.1
CS(=O)Cc1cc(Oc2ccccc2)nc(-c2ccncc2)n1 (stereo not drawn)	18%	4%	-10%	1	2%	-5	-4%	-13	0.0
Fc1ccc(N2CN(Cc3cccnc3)CNC2=S)cc1	6%	7%	2%	-4	18%	0	-1%	u	-0.8
Oc1c(N=NC(=S)Nc2ccccc2F)c2ccccc2n1Cc1ccccc1	3%	0%	-7%	-16	-9%	3	-8%	-13	0.2
O=C(OCc1cn([C@@H]2CN(C(=O)C3CCCCC3)[C@@H](c3ccccc3)C[C@H]2O)nn1)c1ccccc1	-4%	-4%	-2%	2	-13%	2	-5%	-10	-2.0
O=C(O)c1cccc(NC(CNS(=O)(=O)c2ccc(Cl)cc2)c2ccccc2)c1 (stereo not drawn)	9%	-19%[7.66 µM]	-9%	-4	-3%[7.66 µM]	1	-13%	-1	0.3
O=C(Nc1ccccc1Cl)C1C(c2ccccc2)C1(Cl)Cl (stereo not drawn)	3%	u	-1%	-2	5%	9	-6%	u	1.8
COc1ccccc1CNC(=O)Cn1c(=O)ccc2cc(S(=O)(=O)N3CCCC3)ccc21	7%	9%	x	-7	-5%	x	x	x	x
CN(CC(=O)O)S(=O)(=O)c1ccc2oc3ccccc3c2c1	-2%	10%	3%	3	10%	4	-3%	0	-0.3
CC(C)c1c(O)nc(SCC(=O)N2CCCCC2)[nH]c1=O	-2%	7%	11%	-5	1%	-4	3%	-8	-1.4
Cc1ccc(C)c2[nH]c(=O)c(CCNS(=O)(=O)c3ccccc3)cc12	18%	6%	13%	0	-13%	3	-4%	-1	-3.3
COc1ccc(NC(=O)CCN2CCN(C/C=C/c3ccccc3)CC2)cc1	5%	-18%	4%	-9	-12%	2	-6%	-12	1.8
COc1ccc(/C=C/C(=O)Nc2nnc(C(C)C)s2)cc1OC	4%	18%	-10%	5	4%	8	3%	13	-0.8
Cc1cccc(-c2noc(CN(C(=O)c3c(-c4ccccc4Cl)noc3C)C(C)C)n2)c1	7%	u	-3%	5	-3%	4	1%	25	-2.9
CC1(C)CC(=O)/C(=N/Nc2ccc(Cl)cc2)CO1	-2%	u	-6%	2	-20%	-11	-3%	2	-0.3
NNC(=O)Cn1nc(-c2ccccc2)c2ccccc2c1=O	-2%	3%	-1%	4	-5%	-2	-12%	-3	-0.4
The listing continues:
SMILES	GLP1R ag	GLP1R inv ag	WRN inhibitor	D3 ag	HEK293 tox	PI5P4K alpha inh	PLK1 PBD block	DRD3 antagonist	IL2 activator
CC1(C)CC(=O)C=C(c2ccc(-c3cnc4ccccc4c3)cc2)C1=O	-4%	-48%	-14%	6	-25%	-1	-6%	-3	-3.7
COc1cccc(C(=O)OCC(=O)Nc2sc3c(c2C(N)=O)CCC3)c1O	-2%	6%	u	12	-2%	-51*	u	4	0.8
CCC(=O)Nc1ccc(NC(=O)c2c(C)nc3ccccn23)cc1	1%	9%	-1%[57.1 µM]	3	6%	x	4%	-17	-1.3
Cc1ccc(OS(=O)(=O)c2ccc(-c3csc(C)n3)s2)c(C)c1	17%	u	-4%	12	11%	-8	-11%	6	-3.5
CCOC(=O)CN1C2=NCCCN2c2ccccc21	0%	21%	-26%[57.1 µM]	4	18%	1	-2%	-4	-1.4
CCN(C(=S)Nc1ccc(OC(F)F)cc1)C1CCCCC1	1%	-28%	7%	5	-4%	-3	-9%	9	-3.2
COc1ccc(NC(=O)CSc2nc(N)c(C(=O)Nc3ccc(N(C)C)cc3)s2)cc1	-15%	17%	0%	1	-7%	-5	-7%	1	-1.5
CCOc1ccc2c(=O)c(Oc3ccccc3)c(C)oc2c1	6%	u	-5%	-4	3%	3	-3%	-8	0.0
O=C(CSc1nnc(Nc2ccccc2F)s1)Nc1cccc(S(=O)(=O)N2CCCCC2)c1	7%	10µM*	-11%	-28	-5%	-16	-15%	-8	-5.7
COc1ccc(C2CC(c3ccccc3)=NN2C(=O)COC(=O)c2ccc(Cl)nc2)cc1 (stereo not drawn)	11%	7%	u	-4	-1%[1.53 µM]	8	-3%	-18	0.9
COc1ccc(-c2csc3ncnc(N4CCN(c5cccc(Cl)c5)CC4)c23)cc1	-8%	u	-25%	8	7%	19	2%	67	-3.5
Cc1nc2scc(-c3cccs3)c2c(=O)n1-n1cccc1	11%	-30%	11%	2	-10%	-10	1%	0	0.1
Cc1ccc(C(C)C)c(OCC(=O)N2CCN(c3ncccn3)CC2)c1	0%	u	6%	-5	2%	-2	0%	-21	-2.2
O=C(CSc1ccccc1C(=O)O)c1ccccc1	-6%	14%	-4%	2	6%	4	0%	-27	0.6
CCOc1ccc(N(CC)C(=O)COc2cc(=O)n(C)c3ccccc23)cc1	2%	24%	2%	5	-28%	2	-6%	-5	-2.5
COC(=O)c1cc(NC(=O)c2cccc(C(F)(F)F)c2)c(=O)oc1C	9%	-6%	3%	4	7%	5	-5%	4	0.9
COc1cc(NC(=O)Cc2ccc(F)cc2)cc(OC)c1OC	1%	30%	0%	9	4%	-4	-1%	23	-1.0
C/C(=N\NC(=O)Cn1ccc(C(F)(F)F)n1)c1ccc(N2CCOCC2)cc1	14%	0%	-7%	5	0%	-15	-12%	-18	-0.6
COc1ccccc1NC(=O)c1ccc(-n2ccnc2)c([N+](=O)[O-])c1	7%	71%[activator]	-10%	-6	29%	3	7%	3	-3.6
CCCCOC(=O)C1=C(C)Nc2ncnn2C1c1ccc(OCC)c(OC)c1 (stereo not drawn)	1%	4%	-4%	-3	-6%	-6	-9%	-12	0.3
CC(OC(=O)C1CCN(c2ccc(C(F)(F)F)cn2)CC1)C(=O)Nc1cccc([N+](=O)[O-])c1 (stereo not drawn)	9%	u	-9%	-4	-21%	10	-2%	u	-0.8

Among those listed so far, 8 have fluorine.
SMILES	GLP1R ag	GLP1R inv ag	WRN inhibitor	D3 ag	HEK293 tox	PI5P4K alpha inh	PLK1 PBD block	DRD3 antagonist	IL2 activator
Fc1ccc(N2CN(Cc3cccnc3)CNC2=S)cc1	6%	7%	2%	-4	18%	0	-1%	u	-0.8
Oc1c(N=NC(=S)Nc2ccccc2F)c2ccccc2n1Cc1ccccc1	3%	0%	-7%	-16	-9%	3	-8%	-13	0.2
CCN(C(=S)Nc1ccc(OC(F)F)cc1)C1CCCCC1	1%	-28%	7%	5	-4%	-3	-9%	9	-3.2
O=C(CSc1nnc(Nc2ccccc2F)s1)Nc1cccc(S(=O)(=O)N2CCCCC2)c1	7%	10µM*	-11%	-28	-5%	-16	-15%	-8	-5.7
COC(=O)c1cc(NC(=O)c2cccc(C(F)(F)F)c2)c(=O)oc1C	9%	-6%	3%	4	7%	5	-5%	4	0.9
COc1cc(NC(=O)Cc2ccc(F)cc2)cc(OC)c1OC	1%	30%	0%	9	4%	-4	-1%	23	-1.0
C/C(=N\NC(=O)Cn1ccc(C(F)(F)F)n1)c1ccc(N2CCOCC2)cc1	14%	0%	-7%	5	0%	-15	-12%	-18	-0.6
CC(OC(=O)C1CCN(c2ccc(C(F)(F)F)cn2)CC1)C(=O)Nc1cccc([N+](=O)[O-])c1 (stereo not drawn)	9%	u	-9%	-4	-21%	10	-2%	u	-0.8
